CDK5 inh: inhibitors of human CDK5/p35 kinase, primary screen, biochemical, single concentration | Recombinant CDK5/p35, ADP-Glo luminescence, 60 min | inhibition, % at 10 µM | hit rate 0.01% among 330,000 | AID 488839, 2010;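 active = highest replicate inhibition of at least 50% and at least 75% of replicates reaching 50%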;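 note: plate controls were DMSO neutral control for no effect and GW8510 at 10 µM for full effect; many of its hits are not listed in these tables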
dFosB activator: activators of delta FosB homodimer, primary screen, biochemical, fluorescence polarization, TAMRA-CDK5 oligo, single point; activation, % at 25 µM; Protein FosB (Mus musculus), P13346; hit rate 0.99% among 340,000; purified delta FosB; percent of positive-control signal above neutral wells;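 active = mean activation above about 17%, with every replicate also reaching it, limit read from the data, passing the limit was not always enough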;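 note: fluorescence polarization rise as delta FosB binds a TAMRA Cdk5 AP-1 oligo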
Target sequence (P13346 whole entry, looked up): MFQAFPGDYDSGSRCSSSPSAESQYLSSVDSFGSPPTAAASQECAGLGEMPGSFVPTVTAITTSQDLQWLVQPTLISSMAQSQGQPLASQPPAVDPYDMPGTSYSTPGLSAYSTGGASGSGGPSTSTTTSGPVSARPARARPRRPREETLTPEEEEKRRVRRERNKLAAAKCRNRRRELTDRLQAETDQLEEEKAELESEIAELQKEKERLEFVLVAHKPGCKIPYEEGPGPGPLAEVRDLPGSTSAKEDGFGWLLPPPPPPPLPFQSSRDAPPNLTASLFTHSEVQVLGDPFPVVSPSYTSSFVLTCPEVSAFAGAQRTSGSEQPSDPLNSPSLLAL
HTR5A inv ag: HTR5A inverse agonists in luminescence cell assay, primary screen, counter-screen for OPRM1-OPRD1 heterodimer inverse agonist project, full-deck HTS; HTR5A cell line, inverse agonism; 5-hydroxytryptamine receptor 5A (Homo sapiens), P47898; AID 504634, 2011; hit rate 0.083% among 340,000; inhibition, % at 9.3 µM; in the data active = inhibition mostly above about 23%, no sharp cut-off; inactive = mostly below about 18%;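 note: 0% = cells with DMSO and 100% = no-cell wells with DMSO; some compounds called inactive have numbers as strong as hits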
HTR5A ag ctr: HTR5A agonists in luminescence cell assay, primary screen, counter-screen for OPRM1-OPRD1 heterodimer agonist project, full-deck HTS; cell-based; activation, % at 9.3 µM; hit rate 0.61% among 340,000; in the data active = activation mostly above about 9.5%, no sharp cut-off; inactive = mostly below about 7.6%;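 note: 0% = cells with vehicle only and 100% = reference agonist; strong numbers were not always called active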
Wnt bcat act: Wnt/beta-catenin pathway activators, primary screen, cell-based, plate reader, single point. Wnt/beta-catenin reporter cell assay, activator. activation, % at 9.35 µM. hit rate 1.2% among 300,000. AID 743398, 2014; in the data active = activation above about 30%, passing the limit was not always enough;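 note: 0% = neutral control wells and 100% = positive control wells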
NSD2 inh: NSD2 histone methyltransferase inhibitors, primary screen, biochemical, AlphaScreen, single concentration, set 2 | Histone-lysine N-methyltransferase NSD2 (Homo sapiens), O96028 | NSD2 peptide methylation, 120 min | inhibition, % at 12.5 µM | hit rate 0.54% among 310,000 | AID 743445, 2014; in the data active = inhibition above about 50%
V-ATPase pHluor: regulators of yeast V-ATPase proton pumping, primary screen, pHLuorin cytosolic pH fluorescence; S. cerevisiae; response, % at 10 µM; hit rate 0.37% among 350,000; AID 504577, 2011; in the data active = response mostly above about 7.3%, no sharp cut-off; inactive = mostly below about 5.4%; note: actives read high; inactives centre near 0; some compounds called inactive have numbers as strong as hits; reference of the scale not given here
PvdQ inh: P. aeruginosa PvdQ acylase inhibitors, primary screen, biochemical, fluorescence, plate reader and imaging, single point; purified PvdQ acylase; inhibition, % at 10 µM; hit rate 0.063% among 340,000; in the data active = inhibition above about 30%, passing the limit was not always enough;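 note: 0% = vehicle neutral wells and 100% = reference inhibitor wells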
MITF TRPM1 HTS: activators of MITF-driven TRPM1 promoter reporter, primary screen, cell-based, SK-MEL-5, luciferase, single point. SK-MEL-5 TRPM1-promoter luciferase, 24 h; % of positive control, neutral wells = 0. activation, % at 12.5 µM. hit rate 0.75% among 300,000;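 active = mean activation of at least 80% with every replicate also reaching 80%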;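 note: 0% = neutral control wells and 100% = parthenolide positive control wells; values of inactives mirror those of a sister screen read the other way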
SR-BI HDL uptake: inhibitors of SR-BI mediated HDL lipid uptake, primary screen, ldlA[mSR-BI] cells, fluorescence, single point. ldlA[mSR-BI] CHO cells, DiI-HDL uptake fluorescence, 3 h. inhibition, % at 12.5 µM. Scavenger receptor class B member 1 (Mus musculus), Q61009. hit rate 0.96% among 320,000. AID 488896, 2010;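 active = mean replicate inhibition of at least 70% and a set share of replicates each scoring 70 or more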;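 note: 0% = median of neutral control wells and 100% = median of positive control wells; values of inactives mirror those of a sister screen read the other way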
Target sequence (Q61009 whole entry, looked up): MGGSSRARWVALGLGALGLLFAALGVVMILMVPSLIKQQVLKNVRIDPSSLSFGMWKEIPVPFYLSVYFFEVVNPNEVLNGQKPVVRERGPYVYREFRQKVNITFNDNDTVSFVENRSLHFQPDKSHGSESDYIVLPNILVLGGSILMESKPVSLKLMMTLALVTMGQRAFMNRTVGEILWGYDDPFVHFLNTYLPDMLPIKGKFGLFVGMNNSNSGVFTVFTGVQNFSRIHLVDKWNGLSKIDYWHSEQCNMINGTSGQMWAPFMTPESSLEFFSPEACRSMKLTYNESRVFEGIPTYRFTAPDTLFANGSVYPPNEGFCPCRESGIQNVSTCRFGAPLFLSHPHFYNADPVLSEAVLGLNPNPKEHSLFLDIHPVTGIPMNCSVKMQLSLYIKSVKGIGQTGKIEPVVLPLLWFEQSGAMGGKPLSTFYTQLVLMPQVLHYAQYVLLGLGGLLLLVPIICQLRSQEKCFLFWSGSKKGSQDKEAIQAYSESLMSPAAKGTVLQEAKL
* = called active by the depositor; . = no result given.

SMILES	CDK5 inh	dFosB activator	HTR5A inv ag	HTR5A ag ctr	Wnt bcat act	NSD2 inh	V-ATPase pHluor	PvdQ inh	MITF TRPM1 HTS	SR-BI HDL uptake
CC1CC(C)CN(CC(O)COCCOc2ccc(Br)cc2)C1 (stereo not given)	1.4	-9	-17	5	-4	-1	1	-17	10	-18
CN1C(=S)SC(/[N+]([O-])=C\c2cccs2)C1(C)C (stereo not given)	-0.2	-4	-3	-1	.	-1	0	1	-1	-25
Cc1ccccc1NC(=O)Nc1cnccn1	3.7	-3	-3	1	-2	-1	0	4	-5	-10
COc1cccc(NC(=O)CNC(=O)c2cccs2)c1	0.1	-10	-9	-3	.	0	4	2	24	-13
O=C(CCN1C(=O)CSc2ccccc21)Nc1ccc(OC(F)(F)F)cc1	0.6	-3	4	-2	1	-2	-2	-9	3	6
CCc1cc(Cn2nc(-c3ccccc3)cc2C(=O)NCc2cccc(Br)c2)on1	7.0	5	-31	1	-3	.	5	-14	-2	-2
CC(=O)NC1(C(F)(F)F)C(=O)Nc2c1c(=O)[nH]c(=O)n2-c1ccccc1 (stereo not given)	0.2	-1	-12	4	1	-1	1	-4	-6	.
O=C(c1ccccc1)C1N=NCC1c1ccc(Cl)cc1 (stereo not given)	-0.5	-5	10	-2	-8	-2	-5	-14	-17	-1
CN(c1ccccc1C(=O)Nc1ccc(CC#N)cc1)S(=O)(=O)c1ccccc1	-0.6	1	-5	1	-1	-3	0	-6	.	4
Oc1ccc(Cl)cc1CNc1cccc2cccnc12	1.0	-8	16	4	-3	3	0	-8	-60	-35
C[C@H](CO)N1C[C@H](C)[C@@H](CN(C)Cc2ccncc2)Oc2ccc(NC(=O)CCCCCC(=O)Nc3ccccc3N)cc2C1=O	-0.6	-3	15	0	0	.	0	-7	-6	8
COc1ccc(C(=O)NCC(c2ccco2)N2CCCC2)cc1S(=O)(=O)N1CCCCC1C (stereo not given)	-1.0	-5	-14	5	24	4	0	-5	-1	-17
COc1ccc(S(=O)(=O)N2CCCC(C(=O)N3CCCCCC3)C2)cc1 (stereo not given)	0.0	1	3	3	.	.	-1	-8	-4	-1
CCOP(=O)(c1ccc(N(C)C)cc1)C(O)c1ccncc1 (stereo not given)	1.2	2	8	2	-3	2	0	-5	.	-1
Cc1ccc(S(=O)(=O)Nc2ccccc2N(C)S(=O)(=O)c2ccc(C)cc2)cc1	2.0	2	-1	-1	0	.	-6	-8	-1	4
Cc1ccc([N+](=O)[O-])cc1NC(=O)c1ccoc1C	0.0	6	-5	1	1	1	2	2	17	13
COc1ccc(C)cc1NC(=O)N1CCCc2ccccc21	-2.4	-3	1	0	-3	-5	2	4	0	28
O=C(CSc1ncnc2c1cnn2-c1cccc(Cl)c1)NCC1CCCO1 (stereo not given)	0.0	-19	1	6	-3	-1	-8	0	-3	-11
O=C(CCS(=O)(=O)c1cc(Br)cc2c1N(C(=O)C1CC1)CC2)NCC1CCCO1 (stereo not given)	0.2	3	-2	-5	-2	-2	2	-15	7	-5
O=C1Nc2ccc(Br)cc2C1(O)Cc1ccncc1 (stereo not given)	-0.6	8	-8	-1	.	0	-1	-18	-25	-13
CCO[C@H]1OC(C(=O)N2CCN(Cc3ccc4c(c3)OCO4)CC2)=C[C@@H](C(C)(C)C)[C@@H]1CCCO	-0.5	-7	20	-8	-2	.	1	-7	10	45
COc1ccccc1N1CC(C(=O)OCC(=O)Nc2c(C)cccc2C)CC1=O (stereo not given)	0.0	-4	-4	1	-2	0	7	6	5	-11
Cc1ccc(CCN2CC(C(=O)NCCCOC(C)C)CC2=O)cc1 (stereo not given)	-1.2	-2	-26	3	-1	0	-3	-8	6	-26
CCCCn1c(SCC(=O)c2ccc(OC)cc2OC)nc2cc(S(N)(=O)=O)ccc21	-0.3	-15	2	-1	.	.	1	-22	-9	50
CN(C)c1ccc(P(=O)(OCc2ccccc2)C(O)c2cccnc2)cc1 (stereo not given)	-0.5	-1	-3	1	0	-1	-2	-10	2	-5

No new results follow: entries from further up.
SMILES	CDK5 inh	dFosB activator	HTR5A inv ag	HTR5A ag ctr	Wnt bcat act	NSD2 inh	V-ATPase pHluor	PvdQ inh	MITF TRPM1 HTS	SR-BI HDL uptake
CC1CC(C)CN(CC(O)COCCOc2ccc(Br)cc2)C1 (stereo not given)	1.4	-9	-17	5	-4	-1	1	-17	10	-18
CN1C(=S)SC(/[N+]([O-])=C\c2cccs2)C1(C)C (stereo not given)	-0.2	-4	-3	-1	.	-1	0	1	-1	-25
Cc1ccccc1NC(=O)Nc1cnccn1	3.7	-3	-3	1	-2	-1	0	4	-5	-10
COc1cccc(NC(=O)CNC(=O)c2cccs2)c1	0.1	-10	-9	-3	.	0	4	2	24	-13
O=C(CCN1C(=O)CSc2ccccc21)Nc1ccc(OC(F)(F)F)cc1	0.6	-3	4	-2	1	-2	-2	-9	3	6
CCc1cc(Cn2nc(-c3ccccc3)cc2C(=O)NCc2cccc(Br)c2)on1	7.0	5	-31	1	-3	.	5	-14	-2	-2
CC(=O)NC1(C(F)(F)F)C(=O)Nc2c1c(=O)[nH]c(=O)n2-c1ccccc1 (stereo not given)	0.2	-1	-12	4	1	-1	1	-4	-6	.
O=C(c1ccccc1)C1N=NCC1c1ccc(Cl)cc1 (stereo not given)	-0.5	-5	10	-2	-8	-2	-5	-14	-17	-1
CN(c1ccccc1C(=O)Nc1ccc(CC#N)cc1)S(=O)(=O)c1ccccc1	-0.6	1	-5	1	-1	-3	0	-6	.	4
Oc1ccc(Cl)cc1CNc1cccc2cccnc12	1.0	-8	16	4	-3	3	0	-8	-60	-35
C[C@H](CO)N1C[C@H](C)[C@@H](CN(C)Cc2ccncc2)Oc2ccc(NC(=O)CCCCCC(=O)Nc3ccccc3N)cc2C1=O	-0.6	-3	15	0	0	.	0	-7	-6	8
COc1ccc(C(=O)NCC(c2ccco2)N2CCCC2)cc1S(=O)(=O)N1CCCCC1C (stereo not given)	-1.0	-5	-14	5	24	4	0	-5	-1	-17
COc1ccc(S(=O)(=O)N2CCCC(C(=O)N3CCCCCC3)C2)cc1 (stereo not given)	0.0	1	3	3	.	.	-1	-8	-4	-1

Other records:
SMILES	CDK5 inh	dFosB activator	HTR5A inv ag	HTR5A ag ctr	Wnt bcat act	NSD2 inh	V-ATPase pHluor	PvdQ inh	MITF TRPM1 HTS	SR-BI HDL uptake
C(=Nc1cccc2c(N=Cc3ccco3)cccc12)c1ccco1	-0.7	3	2	1	.	.	-3	-11	-18	13
CCCCn1c(=NC(=O)c2ccc3c(c2)OCO3)c(C#N)cc2c(=O)n3cccc(C)c3nc21	2.0	-18	8	-4	.	0	6	-11	13	-6
Cc1ccc(C)c(S(=O)(=O)N2CCCOC2CNC(=O)C(=O)NCc2ccco2)c1 (stereo not given)	0.1	-6	7	-4	-1	-1	-4	5	1	24
Cc1ccccc1CN1CCN(C(=O)c2cccc(F)c2)CC1	0.0	-4	0	0	-3	-7	0	-10	2	0
Cc1cccc(OCC(=O)O/N=C(\N)c2ccccn2)c1	-1.4	1	-8	3	12	.	-2	-6	99*	3
Cc1cc(=O)oc2cc(OCC(=O)N3CCc4ccccc4C3)ccc12	-2.1	-7	-7	3	.	0	-8	-11	0	10
OCC[n+]1ccc(/C=C/c2c[nH]c3ccccc23)cc1	1.2	-4	13	-6	-2	22	0	-10	6	-8
CCOc1ccccc1NC(=O)C1CCCN(c2c(CC)c(C)nc3ncnn23)C1 (stereo not given)	-1.0	3	-27	9	0	3	4	1	-21	.
C/C(=N\NC(=O)c1cc(-c2cccs2)nc2ccccc12)c1ccccn1	-0.7	-15	2	-1	-5	16	-2	4	-86	32
O=C(COc1ccc(Br)cc1)N(Cc1ccccc1)c1ccccn1	0.0	-4	-18	-2	.	-6	3	-7	10	10
Cc1ccc(CNc2nc(C)cs2)cc1	0.7	-1	-27	9	27	2	-4	12	143*	.
CN1C[C@H]2CON(C)[C@H]2C[C@H]1c1cccc(N2CCOCC2)c1	-2.0	-3	10	-3	-1	.	0	-13	4	-12
CC1CCC(NC(=O)CCS(=O)(=O)c2ccc3c(c2)NC(=O)C(C)S3)CC1 (stereo not given)	-7.8	1	19	1	1	2	-5	-6	18	5
COc1cccc(-c2sc3ccc(OC)cc3c2-c2ccc(OCCN(C)C)cc2)c1	2.2	2	-62	8	-4	.	-2	1	-20	-2
CCN(CC)C(=O)CSc1nnc(-c2cccnc2)n1CCc1ccccc1	-0.1	4	10	-2	0	-3	-6	-1	-1	-29
O=[N+]([O-])c1ccc(/C=N/n2c(-c3cccnc3)n[nH]c2=S)cc1	-0.1	3	-15	4	.	1	-1	10	3	-33
CC(c1nc2ccccc2c(=O)[nH]1)N1CCOCC1 (stereo not given)	0.3	5	6	-2	9	.	-2	7	4	-6
O=c1c(Cl)c(NCc2ccccc2Cl)cnn1C12CC3CC(CC(C3)C1)C2	-1.5	-2	20	0	-4	10	-1	-4	6	40
CC(=O)c1c(C)[nH]c(C(=O)OCC(=O)Nc2c(C)n(C)n(-c3ccccc3)c2=O)c1C	-0.1	6	14	2	-4	0	1	-14	-11	6
CCCCC#Cc1cncc(C(=O)NN)c1	0.6	3	4	1	-1	-4	1	-10	-3	-6
COCCn1c(SCC#N)nnc1-c1ccccc1	-0.9	2	-18	2	.	1	-1	5	9	-23
CN(Cc1ccco1)C(=O)C1CCC(=O)N(CCc2cccc(F)c2)C1 (stereo not given)	0.6	-2	-12	1	-1	10	3	3	1	-29
Cn1cnc([N+](=O)[O-])c1Sc1ccc(Br)cc1	-1.2	1	-3	1	-7	0	-1	7	8	-7
COc1cccc(N=Nc2c(C)[nH]n(-c3ccccc3)c2=O)c1	0.1	-3	12	-3	-1	32	1	2	.	8
COc1ccc2[nH]cc(C(=O)CN3CCN(C(=O)c4ccco4)CC3)c2c1	-0.9	-2	10	-4	.	1	3	7	-8	-27
CCCCNC(=O)Cn1cnc2c(cnn2-c2ccc(C)cc2)c1=O	1.0	-2	5	-1	-3	-2	0	-22	.	11
Cc1nn(CC(=O)N2CCC(C)CC2)c(=O)c2nn(-c3ccccc3)c(C)c12	0.0	-6	1	3	-3	-4	-4	-8	-7	1
CC(OC(=O)c1cccs1)C(=O)NCc1ccccc1 (stereo not given)	-0.5	-7	10	-5	53*	-3	2	-17	-8	3
CN(CC(=O)Nc1ccc2c(c1)OCCO2)CC(=O)Nc1ccc(F)c(F)c1F	-1.8	0	13	-3	-8	.	0	-11	-9	.
Cc1ccc2cc3c(nc2c1)N(Cc1ccco1)CC3	-0.3	-7	-4	1	.	2	1	-15	26	36
